ATXN2 expr inh = Primary qHTS for Inhibitors of ATXN expression; Potency, µM (highest dose often 57 µM), without a hit: top-dose activity change, negative = inhibition, actives largely listed as inhibitors; actives 0.72% (n = 360,000); HEK-293 ATXN2-luciferase reporter, luminescence, 24 h; also: potency is read from the fitted curve at half-maximal effect; % is scaled to controls: 0 for no effect and ±100 for the full control effect; nearly all actives have a fitted effect of over 55% in size
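ATXN2-luciferase reporter cells (luciferase flanked by upstream and downstream ATXN2 gene portions) were treated 24 h at 37 °C with compounds at up to 57 uM. SteadyGlo luminescence gave expression; GF-AFC fluorescence gave viability.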
SW480 rerep = A quantitative high throughput screen for small molecules that induce DNA re-replication in SW480 colon adenocarcinoma cells. SW480 DNA re-replication, Hoechst DNA content imaging, 48 h. Potency, µM (series often up to 46.1 µM), for inactives: at the highest dose re-replication activation, most hits filed as activators. AID 624297, 2012. actives 1.8% (n = 340,000); also: potency is read from the fitted curve at half-maximal effect; % of control where 0% means no effect; nearly all actives have a fitted effect of over 55% in size
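Per well, 250 cells were exposed to pinned compound for 48 hr. Nuclear DNA was visualised with Hoechst (40 min, 37 C) and total object intensity recorded by fluorescence scanning.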
HT1080-NT tox = qHTS for induction of synthetic lethality in tumor cells producing 2HG: qHTS for the HT-1080-NT fibrosarcoma cell line; HT-1080-NT fibrosarcoma viability, CellTiter-Glo ATP luminescence, 48 h; Potency, µM (highest dose often 46.1 µM), inactives show at the highest dose activity, negative = less viability, hits mostly cytotoxic; actives 1.6% (n = 360,000);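 also: NT is the 2HG producing partner of a matched IDH1 knockdown line; potency is read from the fitted curve at half-maximal effect; 0% = DMSO-treated cells and -100% = media-only wells without cells; nearly all actives have a fitted effect of over 55% in size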
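Read-out is CellTiter-Glo luminescence after 10 minutes at room temperature, following 48 hours' compound treatment of HT-1080-NT cells (750 cells/well, RPMI, 5% FBS, 37 degrees C).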
HT1080 IDH1KD tx = qHTS for induction of synthetic lethality in tumor cells producing 2HG: qHTS for the HT-1080-IDH1KD cell line | HT-1080 IDH1 knockdown viability, ATP luminescence, 48 h | Potency, µM (series often up to 46.1 µM), for the others: at the highest dose activity, negative = toxicity, most hits filed as cytotoxic | actives 2% (n = 360,000) | AID 686971, 2013;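 also: potency is read from the fitted curve at half-maximal effect; 0% = DMSO wells and -100% = cell-free medium wells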
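Luminescent ATP read-out (CellTiter-Glo, 10 min at room temperature) after 48 h compound exposure at 37 °C gave viability of IDH1-knockdown HT-1080 cells. Activity was normalised to DMSO and cell-free wells, then fitted as concentration-response curves.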
ATXN viability = Viability Counterscreen for Primary qHTS for Inhibitors of ATXN expression | S2 cells (HEK-293 line with an ATXN2-luciferase reporter) viability, CellTiter-Fluor protease fluorescence, 24 h | Potency, µM (titrated, usually from 56.7 µM), actives largely listed as cytotoxic | actives 0.49% (n = 400,000); also: potency is read from the fitted curve at half-maximal effect; nearly all actives have a fitted effect of over 40% in size
KB-3-1 cytotox = qHTS assay for MDR1-selective chemotherapeutics: Primary screen using the parental adenocarcinoma cell KB-3-1; actives 1.4% (n = 400,000); AID 1347075, 2019; KB-3-1 viability, CellTiter-Glo ATP luminescence, 72 h; Potency, µM (doses to about 46.1 µM), without a hit: top-dose activity change, negative = cytotoxic, actives largely listed as cytotoxic; also: potency is read from the fitted curve at half-maximal effect; % is scaled to controls: 0 for no effect and ±100 for the full control effect; nearly all actives have a fitted effect of over 60% in size
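Cytotoxicity measured as CellTiter-Glo luminescence after 72 h at 37 C. Compound titrations were pinned onto drug-naive KB-3-1 parental adenocarcinoma cells grown in DMEM with 10% FBS, and normalized data fitted to concentration-response curves.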
IL-1B inflam inh = qHTS for Inhibitors of Inflammasome Signaling: IL-1-beta AlphaLISA Primary Screen; actives 4.7% (n = 360,000); activity change, % at 57.5 µM; THP-1 LPS/ATP IL-1B secretion, AlphaLISA, 16 h; hits give low values; in the data active = activity change below about -50%; inconclusive = mostly about -30% to -49%; also: % is scaled to controls: 0 for no effect and ±100 for the full control effect
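THP-1 cells pretreated 1 hr with compounds (up to 57.5 uM final), then stimulated with LPS (250 ng/mL final) plus ATP (1.25 mM final); secreted IL-1B measured by AlphaLISA after 16 hr, decreased signal indicating inhibition.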
HepG2 tox = qHTS for Inhibitors of TGF-b: Cytotox Counterscreen; HepG2 CAGA-GFP viability, ATP luminescence, 18 h; Potency, µM (titrated, usually from 46.1 µM), inactives show at the highest dose activity change, negative = cytotoxicity, actives largely listed as cytotoxic; actives 0.76% (n = 410,000); also: potency is read from the fitted curve at half-maximal effect; some results filed as inactive show a strong effect at the top dose
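CellTiter-Glo luminescence gave cytotoxicity after 18 hours at 37 degrees C. The cells were HepG2 CAGA-GFP in 1% FBS DMEM, stimulated with 500 pg/mL TGF-beta after compound addition. %Activity was normalised to no-cell wells (complete cell-killing) and DMSO (no toxicity), and curves were fitted and classified.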
MCF10A rereplic = A quantitative high throughput screen for small molecules that induce DNA re-replication in MCF 10a normal breast cells | MCF 10A DNA re-replication, Hoechst nuclear intensity, 48 h | Potency, µM (series often up to 46.1 µM), inactives show top-dose activity, positive = re-replication, actives largely listed as activators | actives 2.9% (n = 350,000) | AID 624296, 2012; also: potency is read from the fitted curve at half-maximal effect; % of control where 0% means no effect; nearly all actives have a fitted effect of over 50% in size
Starred values were filed as active, the others as inactive; i = inactive; ? = inconclusive; nt = not tested or not shown; [ ] = dose if it differs, or a comment. Unless noted, calls follow the shape of the dose curve; as a rule, active = well fitted curve in the direction sought with a large enough effect; inconclusive = small, poorly fitted or top-dose-only effect, or another doubt; inactive = no such curve, though single readings can be large; an effect the other way counts as inactive or inconclusive.

SMILES	ATXN2 expr inh	SW480 rerep	HT1080-NT tox	HT1080 IDH1KD tx	ATXN viability	KB-3-1 cytotox	IL-1B inflam inh	HepG2 tox	MCF10A rereplic
O=C(NCc1ccccc1Cl)C1CCCN(c2ncnc3c2nc2n3CCCCC2)C1 (stereo unspecified)	-18%	-13%	-15%	8%	?	-2%	-20	-27%	14%
CC(C)N1C(=O)CC(Nc2cccc3cccc(N)c23)C1=O (stereo unspecified)	-5%	2%	1%	3%	i	-2%	-1	7%	27%
O=C(CC1C(=O)N(c2ccccc2)C(=O)N1Cc1ccc2c(c1)OCO2)Nc1ccccc1 (stereo unspecified)	1%	nt	nt	nt	i	-1%	nt	-9%	nt
Cc1ccc(-c2nc3ccc([N+](=O)[O-])cc3[nH]2)cc1	nt	-5%	7%	20%	i	2%	-15	-40%	0%
Cc1nc(Nc2cccc(C(C)O)c2)c2nnn(Cc3ccccc3F)c2n1 (stereo unspecified)	0%	-3%	-5%	-11%	i	-23%	6	10%	?
Cc1cc(Cl)ccc1OCCNC(=S)NC(=O)c1cccnc1	-3%	-10%	15%	-1%	i	nt	25	5%	3%
Cc1cccc(-c2noc(CCC(=O)NC3CCCC3)n2)c1	2%	1%	1%	3%	i	0%	16	-4%	0%
COc1ccc(N2CCN(S(=O)(=O)c3ccc(OC)c(C(=O)N4CCOCC4)c3)CC2)cc1	4%	-4%	9%	13%	i	-1%	3	1%	19%
COc1ccc(CN(C)C(=O)c2ccc(OCC(=O)N3CCOCC3)c(OC)c2)cc1	42%[activator]	3%	4%	11%	i	0%	15	-4%	-1%
CC1=NCCN1S(=O)(=O)c1ccc(Br)c(C)c1	-14%	-2%	0%	-1%	i	-2%	-10	-4%	5%
CCOc1ccc2nc(SCC(=O)NC3CCCc4ccccc43)sc2c1 (stereo unspecified)	4%	-3%	5%	1%	i	-9%	37	-23%	?
CCC(=O)Nc1ccc(C(=O)COC(=O)CCN2C(=O)C3CC=CCC3C2=O)cc1 (stereo unspecified)	-3%	-85%[inhibitor]	0%	-1%	i	1%	32	-8%	-12%
COc1ccc(N2CCN(C(=O)CCNS(=O)(=O)c3ccc(Br)s3)CC2)cc1	-7%	-5%	-3%	-2%[9.24 µM]	?	?	-3	-7%	3%
COC(=O)c1ccc2nc(-c3ccc(F)cc3)c(Cc3ccccc3C(F)(F)F)n2c1	14%	nt	12%	9%	i	14%	50	nt	nt
CC(=O)c1cc(CC=C(C)C)c(O)cc1O	1%	3%	-13%	-9%	i	-18%	27	-8%	0%
CC1CCc2[nH]c3ccc(C(=O)N(C)CC(=O)Nc4ccc(F)cc4)cc3c2C1 (stereo unspecified)	-29%	-7%	-12%	?	i	-10%	i	11%	18%
COc1ccc(C)cc1NC(=O)COC(=O)c1ccccc1SCC(=O)N1CCCC1	-10%	2%	-1%	-13%	i	-1%	-1	0%	7%
Cc1cc(NC(=O)CSc2ccc3nnc(CCNS(=O)(=O)c4ccccc4)n3n2)no1	1%	-2%	1%	6%	i	16%	8	-10%	-3%
O=C1NCCCCC1NS(=O)(=O)c1ccc(F)c(F)c1 (stereo unspecified)	-14%	-28%	1%	6%	i	-4%	2	-30%	0%
CCN(C[C@H]1N[C@@](C)(C(=O)OC)[C@H]2C(=O)N(C)C(=O)[C@@H]12)S(=O)(=O)c1ccccc1	5%	-3%	3%	1%	i	1%	28	1%	-11%
O=C(O)COc1ccc(/C=N/NC(=O)c2cccc3ccccc23)cc1	5%	-3%	-15%	-20%	i	-3%	11	2%	-15%
COc1cc(/C=C(\C#N)c2nc3ccccc3[nH]2)ccc1O	nt	-7%	-4%	0%	?	-1%	-66*	-45%	20%
Cc1ccc(F)cc1NC(=O)Cc1ncc(C(F)(F)F)cc1Cl	0%	0%	0%	1%	i	1%	-14	-12%	12%
Cc1ccc2cccc(OCCCOc3ccccc3F)c2n1	6%	?	-5%	-7%	i	-4%	-56*	-26%	13µM*
O=C1CCC[C@@H]2Cc3[nH]c4c(Cl)ccc(Cl)c4c3[C@@H]3CCN1[C@H]23	-3%	-6%	3%	0%	i	0%	-13	-9%	0%
Cc1cc(=O)oc2cc(OCC(=O)OC(C)C(=O)NC3CCCC3)ccc12 (stereo unspecified)	-9%	-1%	0%	-5%	i	-12%	-9	1%	-1%
Cc1ccc(S(=O)(=O)N/N=C/c2ccc(C#N)cc2)cc1	-11%	-7%	3%	5%	i	1%	-5	-3%	6%
NC(=O)CCC(=O)N1CCCC(C(=O)c2ccc(C(F)(F)F)cc2)C1 (stereo unspecified)	3%	5%	12%	7%	i	15%	-4	11%	-6%
CCc1ccc(S(=O)(=O)N2CCN(C(=O)C3CCN(C(C)=O)CC3)CC2)cc1	-11%	-4%	1%	-1%	i	nt	10	-10%	2%
Cc1ccc(-c2cc(-c3ccco3)c3c(N)c(C(=O)NN)oc3n2)cc1	nt	21µM*	-3%	?	nt	?	0	48%	7.3µM*
Cc1noc(C)c1CSCC(=O)N(C)CC(=O)Nc1ccc(F)c(F)c1F	6%	-4%	1%	0%	i	-1%	5	-4%	-4%
CN(c1ccc([N+](=O)[O-])cc1C(=O)Nc1ccccc1)C1CCCCC1	1%	9%	-24%	?	i	10%	16	0%	-1%
COC(=O)c1cn(CC(=O)N2CCCCCC2)c2ccccc12	5%	-1%[9.22 µM]	4%	1%	i	0%	-2	-1%	1%
COC(=O)[C@@H]1C[C@@H](C(=O)O)[C@H](C)C1(C)C	7%	5%	13%	14%	i	9%	16	-1%	-19%
COC(=O)c1cc(NC(=O)Cn2ncc3c([nH]c4ccccc43)c2=O)cc(C(=O)OC)c1	5%	nt	nt	nt	i	4%	nt	-21%	nt
COc1ccc(S(=O)(=O)N2CCOCC2)cc1NC(=O)CSc1nnnn1C1CC1	0%	-5%	8%	8%	i	-6%	-2	-4%	-2%

Part of the list above, with two lines to a compound.
Results follow in this order: ATXN2 expr inh	SW480 rerep	HT1080-NT tox	HT1080 IDH1KD tx	ATXN viability	KB-3-1 cytotox	IL-1B inflam inh	HepG2 tox	MCF10A rereplic
CC(=O)c1cc(CC=C(C)C)c(O)cc1O
 : 1%	3%	-13%	-9%	i	-18%	27	-8%	0%
O=C1NCCCCC1NS(=O)(=O)c1ccc(F)c(F)c1 (stereo unspecified)
 : -14%	-28%	1%	6%	i	-4%	2	-30%	0%
Cc1cc(NC(=O)CSc2ccc3nnc(CCNS(=O)(=O)c4ccccc4)n3n2)no1
 : 1%	-2%	1%	6%	i	16%	8	-10%	-3%

(next part)
SMILES	ATXN2 expr inh	SW480 rerep	HT1080-NT tox	HT1080 IDH1KD tx	ATXN viability	KB-3-1 cytotox	IL-1B inflam inh	HepG2 tox	MCF10A rereplic
CCOc1ccc(-n2cc(C(=O)c3cc(Cl)ccc3O)cc(C#N)c2=O)cc1	-27%	5%	-20%	-21%	nt	3%	15	-22%	0%
CN(C)C(CNC1CC(C)(C)NC(C)(C)C1)c1cccc(F)c1 (stereo unspecified)	-20%	-6%	0%	-2%	i	2%	-12	-6%	?
Fc1ccc(Nc2nc(Nc3ccc(F)cc3)nc(N3CCOCC3)n2)cc1	-28%	nt	nt	nt	i	-2%	nt	-30%	nt
C[C@H](NC(=O)C1CC(=O)N(c2ccc(F)cc2)C1)C(=O)N1CCCCC1 (stereo partly specified)	-4%	22%	0%	17%	i	1%	14	-2%	-1%
COc1cc(OC)c(OC)cc1/C=N/NC(=O)C[n+]1ccccc1	3%	-3%	16%	21%	i	18%	-2	25%	1%
COc1ccc(COC(=O)c2ccc(Cl)c(S(=O)(=O)N3CC(C)OC(C)C3)c2)cc1 (stereo unspecified)	-16%	3%	-4%	-9%	i	0%	2	2%	13%
Cc1ccc(CCNC(=O)C2CCN(S(=O)(=O)c3cccc4nonc34)CC2)cc1	1%	-2%	-5%	-1%	i	14%	8	-40%	6%
COCCN(C(=O)/C=C/c1ccccc1)c1c(N)n(Cc2ccccc2)c(=O)[nH]c1=O	-3%	-3%	-5%	-2%	i	-3%	12	-16%	1%
COC(=O)C1=C(CS(=O)(=O)c2ccc(Cl)cc2)NC(=O)NC1c1ccc(O)cc1 (stereo unspecified)	7%	-4%	-1%	11%	i	2%	17	-2%	0%
C=CCN(CC=C)C(=S)Nc1ccc(OC)c(OC)c1	nt	-3%	-2%	-1%	i	-3%	-14	-10%	-2%
N#Cc1c(NCCO)nc(NCc2ccccc2)c2c1CCN(Cc1ccccc1)C2	34%	22%	?	-29%	i	-8%	-26	-12%	?
O=C(NCCc1nc(-c2ccccc2)cs1)c1ccc(Br)cc1	-25%	6%	-12%	-1%	i	-15%	-77*	-2%	?
CCOC(=O)c1ccc(OCCOc2ccccc2C)cc1	12%	4%	11%	3%	i	2%	28	3%	9%
O=C(COC(=O)/C(=C/c1cccs1)c1cccs1)NC(c1ccccc1)c1ccccc1	17%	3%	-6%	-12%	i	-16%	-15	-31%	1%
O=C(Cc1nc2ccccc2[nH]1)c1ccc([N+](=O)[O-])cc1	50%[activator]	5%	?	-16%	i	-2%	-2	8%	9%
COc1ccc([C@@H]2CC(=O)[C@@H]3CN(S(=O)(=O)c4ccc(Cl)cc4)[C@H](c4ccc(C)cc4)C[C@@H]3N2S(=O)(=O)c2ccccc2)cc1	-3%	nt	21%	0%	i	0%	-20	0%	nt
O=C(c1ccccc1)N(Cc1nc2ccccc2c(=O)[nH]1)C1CCCC1	-16%	-5%	-15%	-10%	i	-10%	15	6%	?

Compound activity from PubChem.
